Compound activity (PubChem)
TSG101-PTAP inh = blocks PTAP/TSG101 interaction to inhibit HIV-1 budding. Q99816. Fluorescence polarization, FITC-PTAP peptide / Tsg101 binding. Potency, µM (doses to about 115 µM), without a hit: at the top dose activity change, negative = inhibition, usual class: inhibitors. 340,000 tested, under 10 active. AID 493005; active means well fitted inhibition curve with a large enough effect in the main read-out, with a control signal flat, not every such curve was filed as active; inconclusive means small, poorly fitted or top-dose-only effect, or effect the other way, or a change in a side signal; inactive means no such curve, though single readings can be large or run the other way; further: potency means the concentration at half of the fitted maximal effect; % of control where 0% means no effect
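Steps: Tsg101 binding domain dispensed (10 uM final), compounds pinned in DMSO, FITC-labeled PTAP-motif peptide added (50 nM final); after 20 min binding at room temperature, polarization measured.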
USP2a block = inhibitors of human ubiquitin-specific protease USP2a. USP2 core, Ub-CHOP2 coupled fluorogenic reporter, 485/531. Potency, µM (series often up to 38.3 µM), without a hit: at the top dose activity change, negative = inhibition, usual class: inhibitors. AID 463254. 330,000 tested, 0.01% active;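 further: potency means the concentration at half of the fitted maximal effect; plate controls were DMSO wells for no effect and full inhibition by NEM control for full effect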
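Deubiquitinase activity read as fluorescence (485/531 nm) after Ub-CHOP2 cleavage activates the enterokinase reporter on its substrate; USP2 core 10nM, Ub-CHOP2 and substrate 25nM each, 30min compound preincubation then 60min RT; data normalized to NEM, curves fitted.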
B2AR arrestin = beta2AR (human) beta-arrestin recruitment activity | beta-arrestin recruitment to beta2AR, cell-based reporter | Potency, µM (titrated, usually from 46.1 µM), for inactives: at the top dose activation, actives largely listed as activators | P07550 | 330,000 tested, 0.02% active | AID 492947;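 further: potency means the concentration at half of the fitted maximal effect; 0% = DMSO controls and full agonism = EC100 isoproterenol or metaproterenol; nearly all actives have a fitted effect of over 65% in size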
Target sequence (P07550 whole entry, looked up): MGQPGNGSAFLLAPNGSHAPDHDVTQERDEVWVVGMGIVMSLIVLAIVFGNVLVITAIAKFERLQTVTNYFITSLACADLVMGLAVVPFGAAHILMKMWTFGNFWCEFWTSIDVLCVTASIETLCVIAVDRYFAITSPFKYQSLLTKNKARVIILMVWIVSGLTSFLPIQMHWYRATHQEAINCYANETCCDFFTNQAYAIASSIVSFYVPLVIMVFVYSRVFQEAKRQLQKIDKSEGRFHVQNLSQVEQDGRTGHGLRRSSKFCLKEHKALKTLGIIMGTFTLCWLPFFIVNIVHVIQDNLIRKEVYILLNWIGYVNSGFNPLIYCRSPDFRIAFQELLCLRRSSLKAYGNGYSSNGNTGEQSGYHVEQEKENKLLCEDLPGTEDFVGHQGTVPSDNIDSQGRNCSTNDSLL
Mito fusion act = inhibitors of mitochondrial division or activators of mitochondrial fusion; S. cerevisiae fusion-defective mutant growth rescue, CellTiterGlo 48 h; Potency, µM (titrated, usually from 46.1 µM), without a hit: at the top dose growth rescue (activation), hits mostly activators; 320,000 tested, 0.23% active; AID 485298;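 further: potency means the concentration at half of the fitted maximal effect; % of control where 0% means no effect; nearly all actives have a fitted effect of over 45% in size; temperature-sensitive fusion mutants such as fzo1-1 at 37 °C on non-fermentable ethanol glycerol medium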
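Yeast fusion mutant, YPEG (non-fermentable carbon), compound, 48 h at 37C non-permissive; CellTiterGlo added, 10 min RT, luminescence read. Rescued growth = division inhibition.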
TCR act = T cell receptor activation. 330,000 tested, under 10 active. Potency, µM (series often up to 9.22 µM), for inactives: at the highest dose activation of IL-2 secretion, actives largely listed as activators. primary human leukocytes, anti-CD3, IL-2 HTRF, 48 h; further: % of control where 0% means no effect
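1) Mix primary human leukocytes, a-CD3 beads and compound. 2) Incubate 48 hr. 3) Add HTRF IL-2 reagents (a-IL-2-K, a-IL-2-d2).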
ELG1 repair inh = inhibitors of ELG1-dependent DNA repair in HEK293T cells | HEK293T ELG1-luciferase reporter, luminescence, 16 h; DNA damage induced by 5-fluorouridine | Potency, µM (doses to about 46.1 µM), inactives show at the highest dose activity change, negative = inhibition, actives largely listed as inhibitors | 330,000 tested, 2.3% active; further: potency means the concentration at half of the fitted maximal effect; on the % scale 0 is the no-effect control and ±100 the full control effect; nearly all actives have a fitted effect of over 55% in size
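Step one: seed 2,000 cells per well. Step two: pin-transfer compound or DMSO alongside 5-fluorouridine. Step three: incubate 16 hr, 37 °C, 5% CO2. Step four: add ONE-Glo, wait 30 min, read luminescence.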
BCR signal inh = blocks chronic active B-cell receptor signaling; ABC-DLBCL IkBa-CBG/CBR reporter, luminescence ratio, 4 h; Potency, µM (highest dose often 46.1 µM), for the others: top-dose ratio change, negative = lower green/red ratio, most hits filed as inhibitors; 340,000 tested, 0.05% active; AID 493014; active means well fitted inhibition curve with a large enough effect in the signal ratio, with a control signal flat, not every such curve was filed as active; inconclusive means small, poorly fitted or top-dose-only effect, or effect the other way, or a change in a side signal; the % refers to the signal ratio;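 further: potency means the concentration at half of the fitted maximal effect; plate controls were basal doxycycline-induced cells for no effect and cells given 10 µM MG132 for full effect; MG132 reads +100%, hits lower the ratio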
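TMD8 human ABC-DLBCL cells with doxycycline-inducible IκBα–green luciferase fusion and unfused red luciferase, in 0.5% FBS medium; compounds up to 46 uM, 4 h at 37C. Green/red luminescence ratio, filter-overlap corrected, fitted to concentration-response curves.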
Eya2 phos inh = inhibitors of human Eya2 phosphatase activity; Potency, µM (top dose mostly 76.9 µM), without a hit: at the highest dose activity, negative = inhibition, hits mostly inhibitors; AID 488837; 330,000 tested, 0.006% active; O00167; recombinant Eya2, OMFP fluorescence dephosphorylation (OMFP is methylfluorescein phosphate); further: potency means the concentration at half of the fitted maximal effect; on the % scale 0 is the no-effect control and ±100 the full control effect
Target sequence (O00167 whole entry, looked up): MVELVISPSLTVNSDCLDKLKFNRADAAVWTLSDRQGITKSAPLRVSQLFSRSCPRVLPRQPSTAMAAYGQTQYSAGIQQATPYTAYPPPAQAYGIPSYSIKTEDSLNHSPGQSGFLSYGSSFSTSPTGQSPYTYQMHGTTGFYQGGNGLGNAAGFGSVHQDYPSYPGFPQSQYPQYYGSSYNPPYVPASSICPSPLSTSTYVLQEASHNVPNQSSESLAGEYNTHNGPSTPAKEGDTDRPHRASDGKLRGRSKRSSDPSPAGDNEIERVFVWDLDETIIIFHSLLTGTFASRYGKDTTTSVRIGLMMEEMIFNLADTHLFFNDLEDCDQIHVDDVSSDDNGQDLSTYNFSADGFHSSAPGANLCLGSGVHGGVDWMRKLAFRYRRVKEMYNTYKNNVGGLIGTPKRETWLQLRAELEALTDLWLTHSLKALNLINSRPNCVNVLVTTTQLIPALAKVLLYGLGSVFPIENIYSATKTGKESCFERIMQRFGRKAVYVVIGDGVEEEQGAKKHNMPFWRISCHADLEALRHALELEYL
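Eya2 (0.2 uM) preincubated 10 min at ambient with compound, then OMFP substrate added at 50 uM; 10 min reaction in 50 mM HEPES pH 7.5, 50 mM NaCl, 5 uM MgCl2, 0.05% BSA, 1 mM DTT. Fluorescence read at Ex 485/Em 525 nm.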
uPA surface inh = blocks generation of uPA at the cell surface; cell surface uPA generation assay, qHTS; Potency, µM (titrated, usually from 38.3 µM), for the others: at the top dose activity change, negative = inhibition, most hits filed as inhibitors; 330,000 tested, 0.31% active; AID 540303; active means well fitted inhibition curve with a large enough effect; inconclusive means small, poorly fitted or top-dose-only effect; inactive means no such curve, though single readings can be large or run the other way; tested in mouse RAW 264.7 cells; further: potency means the concentration at half of the fitted maximal effect; on the % scale 0 is the no-effect control and ±100 the full control effect; nearly all actives have a fitted effect of over 55% in size
TSHR antag = antagonists of human thyroid stimulating hormone receptor; TSHR-expressing cells, TSH-stimulated cAMP HTRF, 2 h; stronger effect = lower value; activity change, negative = inhibition, % at 11.5 µM; 330,000 tested, 0.2% active;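 active means activity change below a set negative limit, meaning inhibition stronger than a set level, cut at about -70% in these data; inconclusive means activity change between two set negative limits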; further: on the % scale 0 is the no-effect control and ±100 the full control effect
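Competitive HTRF cAMP read-out (cryptate anti-cAMP antibody, cAMP-d2; 30 min, room temperature) in freshly harvested TSHR cells. Compounds added before TSH at EC80 (4nM final), followed by 2 hours' incubation at 37 deg C.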
Tb PFK inh = inhibitors of T. brucei phosphofructokinase. O15648. T. brucei PFK, ADP-Glo luminescence. Potency, µM (highest dose often 57.5 µM), inactives show at the highest dose activity, negative = inhibition, usual class: inhibitors. 330,000 tested, 0.17% active;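 further: potency means the concentration at half of the fitted maximal effect; 0% = uninhibited 1x PFK enzyme wells and -100% = no-enzyme wells; nearly all actives have a fitted effect of over 60% in size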
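Luminescent ADP detection (ADP-Glo, two-step: ATP depletion then ADP-to-ATP conversion for luciferase) reported PFK activity after 45 min room-temperature reaction of 1.25 nM enzyme with 0.5 mM F6P and 0.1 mM ATP at pH 8.0.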
* = called active by the depositor; ? = inconclusive; nt = no result given; [ ] = remark or other dose. Unless noted, the call rests on the fitted dose curve; in most records, active means well fitted curve in the direction sought with a large enough effect; inconclusive means small, poorly fitted or top-dose-only effect, or another doubt; inactive means no such curve, though single readings can be large; an effect the other way counts as inactive or inconclusive.

No. | Compound | TSG101-PTAP inh | USP2a block | B2AR arrestin | Mito fusion act | TCR act | ELG1 repair inh | BCR signal inh | Eya2 phos inh | uPA surface inh | TSHR antag | Tb PFK inh
1 | COc1cc(-c2cc(C(=O)Nc3ccncc3)c3ccccc3n2)cc(OC)c1OC | -9% | 0% | 2.3% | 0% | 1% | 6.5µM* | -2% | -18% | 21% | -20 | -4%
2 | O=C(NNC(=O)c1cccnc1SCc1cccc([N+](=O)[O-])c1)c1ccc(F)cc1 | -7% | 0% | -1.3% | -3% | 5%[46.1 µM] | ? | -20% | -7% | ? | -3 | -3%
3 | Cc1nc(N2CCN(C(=O)c3ccco3)CC2)c2c3c(sc2n1)CC(C)CC3 (configuration not stated) | -7% | -8% | -0.3% | 5% | -2% | ? | ? | -10% | 2.8µM* | -15 | -4%
4 | O=C(Nc1ccc(Cl)cc1)c1ccc2c(=O)n3c(nc2c1)CCCCC3 | 1% | 0% | -0.1% | -1% | 1% | ? | 11% | 1% | 3% | -2 | 7%
5 | COC(=O)C1=C(C)Nc2nnnn2C1c1ccco1 (configuration not stated) | -3% | 2% | -0.4% | 6% | -13% | 21% | 15% | -2% | -2% | 7 | -6%
6 | CCOc1c2ccc(C(=O)NCc3cc(C(F)(F)F)cc(C(F)(F)F)c3)cc2nn1C | -11% | 3% | -0.9% | -7% | 1% | 0% | ? | 6% | -11% | 3 | -1%
7 | CCC(Sc1ncccc1C(=O)OC(C)C)C(=O)N1CCOCC1 (configuration not stated) | 3% | 1% | 5.1% | -2% | 7% | 6% | 11% | 6% | nt | 42 | 7%
8 | Cc1c(NC(=O)COC(=O)COc2ccc(Nc3ccccc3)cc2)c(=O)n(-c2ccccc2)n1C | -2% | -4% | 0.1% | 6% | -1% | 10% | 0% | 9% | 0% | 19 | -1%
9 | CN(CCOc1ccccc1)CC(O)COc1ccccc1 (configuration not stated) | 0% | 1% | 0.0% | -6% | -1% | 12% | -1% | 5% | -1% | -13 | 1%
10 | Cc1cccc2c(C(=O)O)c3c(nc12)CCCCC3 | -1% | 0% | -0.3% | -6% | -1% | 1% | -9% | 24% | 0% | 8 | 3%
11 | Cn1c(=O)cc(N2CCCCC2)[nH]c1=O | -3% | 3% | -0.5% | 1% | -7%[46.1 µM] | 0% | -9% | -6% | 4% | -2 | -1%
12 | Cc1ccc(C(=O)OCC(=O)NC2CCCCCC2)c(C)c1 | 0% | 2% | 0.1% | -1% | -1% | 18% | -1% | -2% | -1% | -32 | -4%

Arranged by molar mass (smallest number first): some entries from above.
No. | Compound | TSG101-PTAP inh | USP2a block | B2AR arrestin | Mito fusion act | TCR act | ELG1 repair inh | BCR signal inh | Eya2 phos inh | uPA surface inh | TSHR antag | Tb PFK inh
5 | COC(=O)C1=C(C)Nc2nnnn2C1c1ccco1 (configuration not stated) | -3% | 2% | -0.4% | 6% | -13% | 21% | 15% | -2% | -2% | 7 | -6%
9 | CN(CCOc1ccccc1)CC(O)COc1ccccc1 (configuration not stated) | 0% | 1% | 0.0% | -6% | -1% | 12% | -1% | 5% | -1% | -13 | 1%
12 | Cc1ccc(C(=O)OCC(=O)NC2CCCCCC2)c(C)c1 | 0% | 2% | 0.1% | -1% | -1% | 18% | -1% | -2% | -1% | -32 | -4%
7 | CCC(Sc1ncccc1C(=O)OC(C)C)C(=O)N1CCOCC1 (configuration not stated) | 3% | 1% | 5.1% | -2% | 7% | 6% | 11% | 6% | nt | 42 | 7%
4 | O=C(Nc1ccc(Cl)cc1)c1ccc2c(=O)n3c(nc2c1)CCCCC3 | 1% | 0% | -0.1% | -1% | 1% | ? | 11% | 1% | 3% | -2 | 7%
1 | COc1cc(-c2cc(C(=O)Nc3ccncc3)c3ccccc3n2)cc(OC)c1OC | -9% | 0% | 2.3% | 0% | 1% | 6.5µM* | -2% | -18% | 21% | -20 | -4%
2 | O=C(NNC(=O)c1cccnc1SCc1cccc([N+](=O)[O-])c1)c1ccc(F)cc1 | -7% | 0% | -1.3% | -3% | 5%[46.1 µM] | ? | -20% | -7% | ? | -3 | -3%
6 | CCOc1c2ccc(C(=O)NCc3cc(C(F)(F)F)cc(C(F)(F)F)c3)cc2nn1C | -11% | 3% | -0.9% | -7% | 1% | 0% | ? | 6% | -11% | 3 | -1%

Other records follow.
No. | Compound | TSG101-PTAP inh | USP2a block | B2AR arrestin | Mito fusion act | TCR act | ELG1 repair inh | BCR signal inh | Eya2 phos inh | uPA surface inh | TSHR antag | Tb PFK inh
13 | CC(C)[C@H](NC(=O)c1ccc(C(C)(C)C)cc1)C(=O)N1CCN(Cc2ccc3c(c2)OCO3)CC1 | -4% | -8% | 0.0% | nt | -3%[46.1 µM] | 16µM* | -21% | -2% | -4% | -6 | 2%
14 | CN(C)C(=O)c1ccc(NC(=O)c2cccc(S(=O)(=O)N3CCCCCC3)c2)cc1 | -1% | 2% | 0.4% | -1% | 6% | -26% | 0% | -6% | -6% | -11 | -7%
15 | O=C(Nc1ccc2c(c1)OCCO2)C1CCCN1S(=O)(=O)c1cccc2cccnc12 (configuration not stated) | 1% | 4% | -0.6% | -5% | -4%[46.1 µM] | 0% | ? | 2% | 9% | 0 | -1%
16 | CCN(C(=S)Nc1ccccc1F)C1CCCCC1 | -3% | 1% | -0.6% | -8% | nt | 1% | -2% | 5% | 0% | 1 | 0%
17 | O=C(NCC1CCCO1)c1cc2ccccc2o1 (configuration not stated) | -3% | 0% | -0.7% | -1% | 7% | ? | -11% | 2% | -2% | -9 | -11%
18 | N#CC1=C(N)OC2=C(C(=O)CCC2)C1c1cc2c(cc1Br)OCO2 (configuration not stated) | -8% | 1% | -1.0% | 1% | nt | 21% | -8% | 5% | 9% | -9 | -5%
19 | COc1c2ccc(C(=O)NCCCCc3ccccc3)cc2nn1C | -1% | 0% | 0.5% | 1% | -4% | 8% | 0% | 14% | -6% | 12 | 2%
20 | O=C(NCc1ccccn1)c1ccc(OC2CCN(Cc3ccccc3O)CC2)cc1 | nt | 0% | -0.1% | 0% | -2% | -3% | 0% | -1% | -6% | 8 | 0%
21 | COCCCNC(=O)c1cn(CCOC)c(=O)c2c1c1ccccc1n2C | -6% | 0% | -0.5% | 8% | 2% | 22% | -8% | 4% | 2% | -10 | -1%
22 | CN1CCN(C2CC(=O)N(c3ccc4c(c3)OCCO4)C2=O)CC1 (configuration not stated) | 0% | 3% | 0.4% | -5% | -2% | ? | ? | -6% | 1% | 11 | 3%
23 | COc1ccc(C(=O)Nc2ccc3nc(N4CCCCC4)cc(C)c3c2)c(OC)c1 | nt | 1% | -0.8% | 0% | 9%[46.1 µM] | -21% | 4% | -3% | nt | 2 | 3%
24 | COc1ccccc1Cn1c(=S)[nH]c2cc(C(=O)N3CCN(c4ccccc4OC)CC3)ccc2c1=O | 5% | 1% | 0.3% | -4% | 0% | 15% | 2% | -3% | 13% | 6 | -6%

Carrying on.
Codes – A = TSG101-PTAP inh; B = USP2a block; C = B2AR arrestin; D = Mito fusion act; E = TCR act; F = ELG1 repair inh; G = BCR signal inh; H = Eya2 phos inh; I = uPA surface inh; J = TSHR antag; K = Tb PFK inh
25	C=CC[C@@H](CC(=O)N(CCO)Cc1ccccc1)C(=O)N[C@@H](C)COC(=O)[C@@H](CC=C)Cc1ccc(F)cc1
  A: nt | B: 1% | C: 0.2% | D: nt | E: 4% | F: 18µM* | G: -5% | H: -1% | I: -10% | J: -8 | K: 2%
26	Cc1ccc(COc2ccsc2-c2n[nH]c(=S)n2C)cc1
  A: -7% | B: -5% | C: 0.1% | D: -6% | E: 3% | F: 2% | G: -1% | H: 12% | I: 1% | J: -3 | K: -6%
27	CSc1nc(-c2ccccc2)c(-c2ccccc2)[nH]1
  A: -5% | B: -1% | C: 0.4% | D: 6% | E: nt | F: 5% | G: 6% | H: -3% | I: -5% | J: 14 | K: -8%[0.46 µM]
28	CC1(C)CC(=O)C(C=Nc2cccc(/N=C/C3=C(O)CC(C)(C)CC3=O)n2)=C(O)C1
  A: nt | B: 3% | C: -0.7% | D: -1% | E: nt | F: 3% | G: ? | H: -9% | I: nt | J: -2 | K: 0%
